ASM inhibitor – Inhibitors of Secretory Acid Sphingomyelinase (S-ASM): qHTS; Sphingomyelin phosphodiesterase (Homo sapiens), P17405; placental ASM, HMU-PC fluorogenic substrate, 60 min; Potency, µM (series often up to 57.5 µM), for inactives: at the highest dose activity change, negative = inhibition, most hits filed as inhibitors; 340,000 compounds, 0.006% hits; note: potency is the fitted concentration of half-maximal effect
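Human placenta-derived ASM enzyme was preincubated with compound for 10 minutes at room temperature, then given fluorogenic substrate HMU-PC0 (9 uM final) for 60 minutes at 37 °C; a pH 10 stop preceded fluorescence reading at Ex 386/Em 447 nm.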
USP2a block – qHTS Assay for Inhibitors of Ubiquitin-specific Protease USP2a Using CHOP2 as the Reporter; USP2 core, Ub-CHOP2 coupled fluorogenic reporter, 485/531; Potency, µM (highest dose often 38.3 µM), for the others: top-dose activity change, negative = inhibition, actives largely listed as inhibitors; 330,000 compounds, 0.01% hits; AID 463254, 2010;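 note: potency is the fitted concentration of half-maximal effect; plate controls were DMSO wells for no effect and full inhibition by NEM control for full effect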
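USP2 core (10nM final) preincubated 30min RT with compound in 20mM Tris-HCl pH 8.0, 2mM CaCl2, 2mM beta-mercaptoethanol, 0.05% CHAPS; 25nM Ub-CHOP2 plus 25nM reporter substrate added, fluorescence (Ex485/Em531) read after 60min.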
Eya2 phos inh – qHTS Assay for Inhibitors of the Phosphatase Activity of Eya2; AID 488837, 2010; recombinant Eya2, OMFP fluorescence dephosphorylation (OMFP is methylfluorescein phosphate); 330,000 compounds, 0.006% hits; Protein phosphatase EYA2 (Homo sapiens), O00167; Potency, µM (doses to about 76.9 µM), inactives show at the highest dose activity, negative = inhibition, actives largely listed as inhibitors; note: potency is the fitted concentration of half-maximal effect; % is set by controls: 0 for no effect and ±100 for the full control effect
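Eya2 (0.2 uM) preincubated 10 min at ambient with compound, then OMFP substrate added at 50 uM; 10 min reaction in 50 mM HEPES pH 7.5, 50 mM NaCl, 5 uM MgCl2, 0.05% BSA, 1 mM DTT. Fluorescence read at Ex 485/Em 525 nm.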
Menin MLL FP TR – qHTS Assay for Inhibitors Targeting the Menin-MLL Interaction in MLL Related Leukemias: Competition With Texas Red Labeled MLL-derived Mutant Peptide | O00255 | Menin + Texas Red MLL mutant peptide, fluorescence polarization | Potency, µM (series often up to 61.6 µM), inactives show at the highest dose FP activity change, negative = inhibition, hits mostly inhibitors | 270,000 compounds, 0.23% hits | AID 1768, 2009; active = well fitted inhibition curve with a large enough effect in the polarisation, with a control signal flat, not every such curve was filed as active; inconclusive = small, poorly fitted or top-dose-only effect, or effect the other way, or a change in a side signal; inactive = no such curve, though single readings can be large or run the other way; the % refers to the polarisation; note: potency is the fitted concentration of half-maximal effect; % of control where 0% means no effect; many of its hits are not listed in these tables
Chronic BCR inh – qHTS Assay to Find Inhibitors of Chronic Active B-Cell Receptor Signaling | Potency, µM (doses to about 46.1 µM), inactives show top-dose ratio change, negative = lower green/red ratio, actives largely listed as inhibitors | ABC-DLBCL IkBa-CBG/CBR reporter, luminescence ratio, 4 h | 340,000 compounds, 0.05% hits; active = well fitted inhibition curve with a large enough effect in the signal ratio, with a control signal flat, not every such curve was filed as active; inconclusive = small, poorly fitted or top-dose-only effect, or effect the other way, or a change in a side signal; the % refers to the signal ratio;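 note: potency is the fitted concentration of half-maximal effect; plate controls were basal doxycycline-induced cells for no effect and cells given 10 µM MG132 for full effect; MG132 reads +100%, hits lower the ratio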
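TMD8 ABC-DLBCL cells carrying doxycycline-inducible green luciferase fused to IkappaBalpha plus unfused red luciferase were exposed to compounds (up to 46 uM) for 4 hrs at 37C. Activity came from the overlap-corrected green/red luminescence ratio.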
Mito fusion yeast – qHTS Assay for Small Molecule Inhibitors of Mitochondrial Division or Activators of Mitochondrial Fusion; Potency, µM (highest dose often 46.1 µM), inactives show top-dose growth rescue (activation), usual class: activators; 320,000 compounds, 0.23% hits; AID 485298, 2010; S. cerevisiae fusion-defective mutant growth rescue, CellTiterGlo 48 h;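 note: potency is the fitted concentration of half-maximal effect; % of control where 0% means no effect; nearly all actives have a fitted effect of over 45% in size; temperature-sensitive fusion mutants such as fzo1-1 at 37 °C on non-fermentable ethanol glycerol medium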
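Compounds are tested for their ability to restore growth of mitochondrial fusion-defective yeast strains at non-permissive 37C in YPEG medium over 48 hours. Viability is quantified by luciferase luminescence.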
GALK inh – qHTS Assay for Inhibitors of Human Galactokinase (GALK); P51570; Purified GALK, Kinase-Glo residual ATP luminescence; Potency, µM (highest dose often 57.5 µM), inactives show at the highest dose activity change, negative = inhibition, most hits filed as inhibitors; 270,000 compounds, 0.007% hits; note: potency is the fitted concentration of half-maximal effect; % is set by controls: 0 for no effect and ±100 for the full control effect
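Human GALK (5 nM) with 35 uM ATP and 100 uM galactose in 20 mM HEPES pH 8.0, 5 mM MgCl2, 60 mM NaCl, 1 mM DTT, 0.01% BSA. After 1 h at room temperature, leftover ATP was read by Kinase-Glo Plus luminescence.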
PKM2 activator – qHTS Assay for Activators of Human Muscle isoform 2 Pyruvate Kinase. purified PKM2, Kinase-Glo ATP luminescence, activation; response scale: 0% is enzyme alone, no compound. Potency, µM (series often up to 57.5 µM), without a hit: at the top dose activation, usual class: activators. 260,000 compounds, 0.34% hits; note: potency is the fitted concentration of half-maximal effect; % is set by controls: 0 for no effect and ±100 for the full control effect; nearly all actives have a fitted effect of over 55% in size
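ATP formation by purified human PK-M2, quantified via coupled luciferase luminescence after 1 h at room temperature with 0.1 mM ADP and 0.5 mM PEP final.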
MBNL1 CUG block – qHTS Assay for Inhibitors of MBNL1-poly(CUG) RNA binding; Muscleblind-like protein 1 (Homo sapiens), Q9NR56; TR-FRET MBNL1-His/biotin-(CUG)12 binding, 665/545 ratio; AID 2675, 2010; 280,000 compounds, 0.036% hits; Potency, µM (top dose mostly 57.5 µM), for the others: at the highest dose activity change, negative = inhibition, actives largely listed as inhibitors; active = well fitted inhibition curve with a large enough effect in the signal ratio, with a control signal flat, not every such curve was filed as active; inconclusive = small, poorly fitted or top-dose-only effect, or effect the other way, or a change in a side signal; inactive = no such curve, though single readings can be large or run the other way; the % refers to the signal ratio; note: potency is the fitted concentration of half-maximal effect; % is set by controls: 0 for no effect and ±100 for the full control effect
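Compounds (final 92 nM to 58 uM) are added to His-tagged MBNL1 and biotin-(CUG)12, then terbium anti-His antibody and streptavidin-XL665 (5 nM final). After 60 min at room temperature, the 665/545 nm ratio is read.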
hERG WT inh – qHTS for Inhibitors of KCHN2 3.1: Wildtype qHTS | U2OS, BacMam KCNH2, thallium flux FluxOr; stronger effect = lower value | 340,000 compounds, 0.37% hits | activity change, % at 1.84 µM;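 active = maximum activity change below -70%; inconclusive = maximum activity change between -70% and -50%; inactive = maximum activity change above -50%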; note: % is set by controls: 0 for no effect and ±100 for the full control effect
Target sequence (Q12809 whole entry, looked up): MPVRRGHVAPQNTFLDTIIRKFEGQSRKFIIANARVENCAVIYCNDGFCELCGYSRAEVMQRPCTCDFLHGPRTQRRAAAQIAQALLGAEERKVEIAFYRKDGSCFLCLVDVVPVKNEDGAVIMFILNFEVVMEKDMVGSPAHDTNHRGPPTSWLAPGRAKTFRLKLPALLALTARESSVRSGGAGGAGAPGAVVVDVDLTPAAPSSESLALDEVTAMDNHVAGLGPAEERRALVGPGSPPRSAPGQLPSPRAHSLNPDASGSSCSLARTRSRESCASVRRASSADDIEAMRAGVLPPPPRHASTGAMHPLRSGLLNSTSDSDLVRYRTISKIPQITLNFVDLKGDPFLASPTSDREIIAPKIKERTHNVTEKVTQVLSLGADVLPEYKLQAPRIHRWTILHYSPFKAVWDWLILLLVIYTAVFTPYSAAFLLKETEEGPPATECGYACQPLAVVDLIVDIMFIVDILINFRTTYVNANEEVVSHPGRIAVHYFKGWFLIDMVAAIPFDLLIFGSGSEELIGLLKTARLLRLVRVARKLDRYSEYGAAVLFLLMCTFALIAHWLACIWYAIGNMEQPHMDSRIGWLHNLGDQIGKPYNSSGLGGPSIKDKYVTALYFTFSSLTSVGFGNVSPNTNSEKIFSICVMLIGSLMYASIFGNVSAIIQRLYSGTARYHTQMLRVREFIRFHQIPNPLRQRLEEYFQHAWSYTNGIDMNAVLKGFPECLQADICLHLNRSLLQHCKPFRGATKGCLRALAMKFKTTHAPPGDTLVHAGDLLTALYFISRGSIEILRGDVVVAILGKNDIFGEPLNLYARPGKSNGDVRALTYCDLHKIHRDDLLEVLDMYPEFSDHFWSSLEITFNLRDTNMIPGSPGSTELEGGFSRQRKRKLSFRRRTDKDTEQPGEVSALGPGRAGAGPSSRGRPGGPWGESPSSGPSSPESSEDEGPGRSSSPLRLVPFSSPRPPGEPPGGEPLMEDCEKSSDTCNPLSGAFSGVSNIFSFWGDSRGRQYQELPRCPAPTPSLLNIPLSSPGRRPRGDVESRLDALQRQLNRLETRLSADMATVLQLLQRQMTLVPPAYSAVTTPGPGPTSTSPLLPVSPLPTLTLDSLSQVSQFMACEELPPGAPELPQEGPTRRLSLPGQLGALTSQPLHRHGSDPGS
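U2OS cells were transduced with wild-type KCNH2 virus (2.03 x 10^8 / mL) for 4 h at room temperature, then cultured overnight at 37 C. Thallium flux was read with FluxOr dye. Rate constants were normalized to DMSO controls.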
TSHR antag – Antagonists of the Thyroid Stimulating Hormone Receptor: HTS campaign; TSHR-expressing cells, TSH-stimulated cAMP HTRF, 2 h; stronger effect = lower value; activity change, negative = inhibition, % at 11.5 µM; 330,000 compounds, 0.2% hits; AID 504810, 2011;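 active = activity change below a set negative limit, meaning inhibition stronger than a set level, cut at about -70% in these data; inconclusive = activity change between two set negative limits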; note: % is set by controls: 0 for no effect and ±100 for the full control effect
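Cell-based HTRF cAMP assay; TSHR cells + compound, TSH EC80 (4nM final), 2 h, 37 deg C. Lysis with anti-cAMP cryptate and cAMP-d2, 30 min RT, read 665/620 nm.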
Numbers without * were called inactive; i = inactive; ? = inconclusive; . = no result given; [ ] = remark or other dose. Unless noted, calls come from the whole dose curve; as a rule, active = well fitted curve in the direction sought with a large enough effect; inconclusive = small, poorly fitted or top-dose-only effect, or another doubt; inactive = no such curve, though single readings can be large; an effect the other way counts as inactive or inconclusive.

SMILES	ASM inhibitor	USP2a block	Eya2 phos inh	Menin MLL FP TR	Chronic BCR inh	Mito fusion yeast	GALK inh	PKM2 activator	MBNL1 CUG block	hERG WT inh	TSHR antag
C/C=C/C(=O)Nc1cccc(C2=NOC3(C2)C[C@@H](C(N)=O)N(C(=O)/C(C)=C/C)C3)c1 (stereo partly drawn)	3%	-1%	-4%	.	2%	15%	-2%	-17%	-2%	.	4
CCOc1ccc(-n2c(SCc3nc(-c4cccs4)no3)nnc2-c2ccncc2)cc1	-2%	0%	-3%	0%	-1%	7%	-4%	5%	?	-1	-9
C=CC[C@@H](CC(=O)NCCO)C(=O)N[C@H](COC(=O)[C@@H](CC=C)Cc1ccc(F)cc1)Cc1c[nH]c2ccccc12	26%	-5%	-29%	.	-8%	.	.	.	.	3	20
COc1cccc(C(=O)OCC(=O)NC23CC4CC(CC(C4)C2)C3)c1	-1%	1%	-2%	.	-3%	.	.	.	.	-2	-27
CSc1nc2ccc(S(N)(=O)=O)cc2s1	4%	3%	4%	9%	3%	-2%	0%	?	-14%	11	8
O=C(CCNS(=O)(=O)c1ccc(Cl)cc1)NCc1ccccn1	4%	2%	-10%	12%	-2%	14%	1%	-17%	-2%	-5	33
Cc1ccc(NC(=O)CSc2nnc(-c3ccccn3)n2C)cc1	1%	2%	2%	9%	1%	-9%	-1%	-2%	1%	3	-4
COc1ccc(C2=NN(C(=O)c3ccccc3)C(c3ccc(OC)c(OC)c3)C2)c(OC(C)=O)c1 (stereo not drawn)	.	5%	6%	?	?	?	1%	.	13%	.	-1
CCOc1ccccc1OCC(=O)OCC(=O)c1c(N)n(CC(C)C)c(=O)n(C)c1=O	3%	0%	-2%	.	-7%	-3%	.	.	.	-5	-14
COc1ccc(CNC(=O)COC(=O)CCOc2ccccc2)cc1	0%	0%	1%	3%	?	0%	0%	0%	-15%	13	7
CC(C)NC(=S)N/N=C1\CCCCc2ccccc21	3%	1%	4%	-1%	-30%	6%	0%	-5%	?	.	11
Cc1csc2c(=O)[nH]cnc12	3%	2%	2%	-10%	-7%	-6%	4%	5%	-3%	5	-4
O=C(CCN=C1NS(=O)(=O)c2ccccc21)OCc1ccccc1	2%	0%	-13%	.	4%	-3%	.	.	.	-2	5
Fc1ccccc1SCc1nnc(-c2ccccc2Br)o1	-4%	-6%	-10%	-3%	?	2%	-2%	-8%	1%	4	-7
CC(=O)NC(C)CCc1ccccc1 (stereo not drawn)	6%	1%	1%	.	2%	-4%	-2%	1%	2%	-13	-9
O=C(/C=C/c1ccco1)N(Cc1ccccc1F)C1CCS(=O)(=O)C1 (stereo not drawn)	0%	3%	-14%	-3%	?	-6%	3%	1%[0.46 µM]	?	-10	-1
CSc1ccccc1NC(=O)c1ccc(Cl)s1	-3%	0%	17%	.	?	14%	0%	6%	5%	-6	0
O=C(c1ccc(Cl)c([N+](=O)[O-])c1)N1CCCc2ccccc21	-5%	1%	-2%	?	0%	3%	3%	0%	6%	-7	-3
CCCCCCCCNC(=O)c1ccc(C)cc1	.	3%	1%	-16%	0%	10%	-2%	0%	-3%	.	-8
O=C(Oc1cccc(NC(=O)c2ccccc2Cl)c1)c1ccc([N+](=O)[O-])cc1	-8%	2%	-7%	?	?	2%	3%	-2%	?	-186*	-9
CCCCCC(NC(=O)C1CCN(C(=O)[C@@H](NS(=O)(=O)c2ccc(C)cc2)C(C)C)CC1)C(=O)O (stereo partly drawn)	5%	-2%	12%	1%	-2%	-4%	.	4%	-2%	-3	-5
N=c1c(C(=O)NC2CCCC2)cc2c(=O)n3ccccc3nc2n1CCN1CCOCC1	i	-1%	4%	19%	11%	-4%	0%	1%	?	-25	1
O=c1c2cnn(-c3ccccc3)c2nc(-c2cccs2)n1-c1ccc(Br)cc1	-5%	1%	-14%	-3%	0%	-3%	4%	-6%	4%	10	46
CN1/C(=C\C(=O)COC(=O)CNC(=O)c2ccc3ccccc3c2)C(C)(C)c2ccccc21	87%[activator]	0%	-3%	1%	?	7%	0%	2%	21%	4	0
CN(CC(=O)Nc1ccc(F)cc1)C(=O)COc1ccccc1Cc1ccccc1	-4%	-6%	-6%	.	?	24%	.	.	.	4	-1
COc1ccc(NC(=O)Nc2ccc3c(c2)N(C)C(=O)CS3)cc1OC	-5%	3%	-6%	?	5%	7%	-1%	11%	-14%	-4	24
COc1ccc(NC(=O)CCC(=O)N2CCCC2)c([N+](=O)[O-])c1	-1%	-2%	2%	-1%	1%	2%	-2%	-2%	?	2	-11
CC(C)NC(=O)COC(=O)C1CSC2(c3ccc(Br)cc3)CCC(=O)N12 (stereo not drawn)	-1%	-1%	11%	-4%	-1%	-7%	6%	2%	1%	-2	-1
O=[N+]([O-])c1ccccc1S(=O)(=O)NCCC1=CCCCC1	3%	2%	-27%	3%	?	3%	-1%	-2%	8%	0	-11
CC(=O)Nc1nnc(SCc2cccc(F)c2)s1	5%	0%	-3%	-29%	-7%	11%	-1%	6%	-4%	3	6
COc1ccc(/C=C2\CC/C(=C\c3ccc(OC)cc3OC)C2=O)c(OC)c1	8%	2%	-1%	-18%	-3%	4%	5%	3%	-4%	-6	6
Cc1onc(-c2ccccc2Cl)c1C(=O)Nc1nnc(C(C)C)s1	-1%	-1%	-34%	0%	0%	5%	1%	1%	-1%	9	-2
CCOc1ccc(NS(=O)(=O)c2c(C)nc3sccn3c2=O)cc1	-1%	1%	-22%	-6%	-10%	1%	.	16%	-5%	11	-13
Cc1cnc(C(=O)OCC(=O)Nc2oc(-c3ccccc3)c(-c3ccccc3)c2C#N)cn1	-22%	-3%	-2%	5%	2%	-9%	2%	1%	-12%	-8	-20
CN(C(=O)CSc1nnn(C)n1)c1ccccc1	4%	3%	2%	.	1%	0%	-5%	-3%	-2%	5	5
Cn1c(N)c(C(=O)COC(=O)[C@H](Cc2ccccc2)N2C(=O)c3ccccc3C2=O)c(=O)n(C)c1=O	-13%	1%	-13%	1%	?	-3%	0%	4%	-21%	2	-14
O=C(CN1C(=O)NC2(CCCC2)C1=O)NCc1ccccc1	6%	7%	5%	.	0%	.	.	.	.	-7	.
Cn1c(=O)oc2cc(S(=O)(=O)NCCC(=O)NCc3ccccc3Cl)ccc21	5%	2%	0%	.	-4%	-2%	-6%	.	1%	2	14
COc1ccc2c(c1)CC/C(=C/c1ccccn1)C2=O	-1%	-1%	11%	?	?	-5%	3%	.	-5%	-11	-3
COc1ccc(Cl)cc1C(=O)NNC(=O)c1cc2ccccc2o1	2%	3%	6%	.	?	.	.	.	.	-7	.

Arranged by count of non-hydrogen atoms (lowest first): part of the list above
SMILES	ASM inhibitor	USP2a block	Eya2 phos inh	Menin MLL FP TR	Chronic BCR inh	Mito fusion yeast	GALK inh	PKM2 activator	MBNL1 CUG block	hERG WT inh	TSHR antag
O=C(CN1C(=O)NC2(CCCC2)C1=O)NCc1ccccc1	6%	7%	5%	.	0%	.	.	.	.	-7	.
COc1ccc(Cl)cc1C(=O)NNC(=O)c1cc2ccccc2o1	2%	3%	6%	.	?	.	.	.	.	-7	.
Cn1c(N)c(C(=O)COC(=O)[C@H](Cc2ccccc2)N2C(=O)c3ccccc3C2=O)c(=O)n(C)c1=O	-13%	1%	-13%	1%	?	-3%	0%	4%	-21%	2	-14

Bioassay records as filed in PubChem BioAssay.

Not all compounds are listed; rates above refer to the full screens.
